Assay outcomes deposited in PubChem BioAssay by The Scripps Research Institute Molecular Screening Center.
GPR151 activ = activates the human receptor GPR151. Q8TDV0. PathHunter beta-arrestin GPR151 cells, luminescence. activation, % at 11.2 µM. actives 1% (n = 650,000). AID 1508602; in the data active = activation above about 4.9%;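 also: 0% = median of compound wells and 100% = cells with positive control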
Target sequence (Q8TDV0 whole entry, looked up): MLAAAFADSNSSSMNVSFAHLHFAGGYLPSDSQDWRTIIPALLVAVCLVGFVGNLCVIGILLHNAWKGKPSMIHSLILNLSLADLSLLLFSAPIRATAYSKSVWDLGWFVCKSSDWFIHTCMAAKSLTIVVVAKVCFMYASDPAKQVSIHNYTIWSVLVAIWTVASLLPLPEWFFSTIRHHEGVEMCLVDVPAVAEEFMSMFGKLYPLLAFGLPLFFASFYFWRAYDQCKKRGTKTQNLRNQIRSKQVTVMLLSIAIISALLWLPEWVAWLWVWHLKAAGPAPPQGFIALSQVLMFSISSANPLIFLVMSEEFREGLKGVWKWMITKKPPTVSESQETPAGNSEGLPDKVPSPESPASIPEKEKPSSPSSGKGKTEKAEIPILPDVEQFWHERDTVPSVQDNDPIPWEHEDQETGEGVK
FBW7 activator = human FBW7 E3 ligase activation, primary screen; Q969H0; AlphaScreen FBW7–phospho-cyclin E peptide binding, activator screen; normalized activity (activation), % at 26.1 µM; actives 0.13% (n = 650,000); in the data active = normalized activity above about 1.9%;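 also: purified mutant Fbw7 with reduced substrate affinity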
MITF primary = human MITF inhibition, primary screen | O75030 | AlphaScreen MITF homodimerization, bead proximity signal | inhibition, % at 2.6 µM | actives 0.91% (n = 650,000); in the data active = inhibition above about 50%;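 also: 0% = vehicle wells with protein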
Target sequence (O75030 whole entry, looked up): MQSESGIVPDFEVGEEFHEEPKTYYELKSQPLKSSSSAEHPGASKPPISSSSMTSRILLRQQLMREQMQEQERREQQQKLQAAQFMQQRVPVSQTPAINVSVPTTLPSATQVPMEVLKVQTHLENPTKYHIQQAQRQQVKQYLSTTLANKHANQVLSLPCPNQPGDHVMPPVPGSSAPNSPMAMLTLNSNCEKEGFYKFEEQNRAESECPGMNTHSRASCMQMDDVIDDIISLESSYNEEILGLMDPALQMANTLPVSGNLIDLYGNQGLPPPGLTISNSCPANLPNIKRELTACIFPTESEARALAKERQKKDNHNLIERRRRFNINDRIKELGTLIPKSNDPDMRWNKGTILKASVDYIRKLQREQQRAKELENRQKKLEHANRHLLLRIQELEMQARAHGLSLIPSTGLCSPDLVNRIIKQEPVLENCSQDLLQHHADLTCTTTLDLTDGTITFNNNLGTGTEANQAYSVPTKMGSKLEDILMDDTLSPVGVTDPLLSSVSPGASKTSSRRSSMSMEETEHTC
TEAD-YAP block = TEAD-YAP interaction inhibition. actives 1.4% (n = 640,000). AID 1259422. HEK-TIYL cells, TEAD-Gal4/YAP UAS-luciferase luminescence. inhibition, % at 9.12 µM; in the data active = inhibition above about 32%;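 also: 0% = median of test compound wells and 100% = reference inhibitor wells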
Numbers without * were called inactive.

| canonical_smiles | GPR151 activ | FBW7 activator | MITF primary | TEAD-YAP block |
| --- | --- | --- | --- | --- |
| COc1cccc(OCC(=O)Nc2ccc(-c3cn[nH]c3)cc2OCCN(C)C)c1 | 0.5 | 0.1 | -9 | -17 |
| N=C1C(c2nc3ccccc3s2)=C(O)CN1c1cccc(Br)c1 | 0.0 | -0.1 | 2 | -3 |
| COc1ccc(/C=C2/SC(=S)N(CCCC(=O)Nc3cccc(O)c3)C2=O)cc1 | -0.9 | -0.2 | -3 | 13 |
| Cc1cc(Cl)ccc1OCc1nc(-c2ccc(OCC(N)=O)cc2)no1 | 0.1 | 0.1 | 4 | -7 |
| COc1ccc(C(=O)NCc2nnc(SCC(=O)N3N=C(c4cccs4)CC3c3ccc(OC)cc3)n2C)cc1 (stereo not drawn) | -1.0 | -0.1 | 4 | -30 |
| CCc1ccc(C2=NN(C(=O)CCC(=O)O)C(c3ccco3)C2)cc1 (stereo not drawn) | -0.4 | 0.0 | -7 | 2 |
| COc1ccc(C(=O)N2CCN(c3ccc(Nc4ccccn4)nn3)CC2)cc1 | 1.4 | -1.1 | 23 | 3 |
| COc1cccc(N2CC(=O)N(N)CC2=O)c1 | 1.9 | -0.2 | -15 | 4 |
| Cc1cccn2c(CN3CCCC(CO)C3)c(C(=O)N(C)CCc3ccccc3)nc12 (stereo not drawn) | -1.2 | -0.1 | 4 | 9 |
| O=C(NCc1cccc(F)c1)c1c(O)c2ccccc2[nH]c1=O | 0.3 | -0.1 | -5 | -5 |
| CC(=O)Nc1cc(C(=O)NCc2ccc(F)cc2)ccc1Nc1cccc(Cl)c1 | -0.7 | 0.5 | 16 | 8 |
| Cc1oc(-c2ccccc2F)nc1CN1CCC(C(=O)NC(C)C)CC1 | -0.6 | 0.0 | -6 | 0 |
| COc1ccc(C2C(C(=O)NCCCN3CCOCC3)c3cc(OC)c(OC)cc3C(=O)N2C)cc1OC (stereo not drawn) | -0.9 | 0.1 | -3 | 6 |
| C=CCn1c(/C=C(/OC(=O)c2ccc(C)cc2)c2ccc(C)cc2)nc2ccccc21 | 1.2 | -0.3 | 11 | -46 |
| COc1ccc(OC)c(N2CC(O)(c3ccc(OC)c(OC)c3)[N+]3=C2CCCCC3)c1 (stereo not drawn) | -2.2 | 0.1 | 4 | 3 |
| COCCNc1ncnc2c1c(-c1ccccc1)cn2-c1ccc(Cl)cc1 | 2.0 | -0.2 | -6 | -12 |
| CCOc1ccc(CNc2ccc3c(c2)ncn3-c2ccc(OC)cc2)cc1 | 0.7 | -0.2 | 4 | -7 |
| Cn1c(Cc2cccc3ccccc23)nnc1SCC(=O)NCC1CCCO1 (stereo not drawn) | 0.3 | 0.0 | 6 | 5 |
| O=C(O)c1ccc(NCc2cccnc2)c(N2C(=O)c3ccccc3C2=O)c1 | 3.1 | -0.1 | 3 | 8 |
| CCC(Sc1nnnn1-c1ccccc1)C(=O)Nc1sc2c(c1C#N)CCCC2 (stereo not drawn) | -1.3 | -0.1 | 0 | 8 |
| c1cnc2nc(CSC3=NCCS3)cn2c1 | 0.0 | -0.1 | 8 | 4 |
| CCN(CC)S(=O)(=O)c1cccc(C(=O)Nc2sc3c(c2C#N)CCC3)c1 | 1.4 | -0.1 | -1 | 2 |
| COc1cccc(S(=O)(=O)N2CCCC2C(=O)O)c1 (stereo not drawn) | -0.7 | -0.2 | -15 | -8 |
| CC(C)C(CO)Nc1nccn2c(-c3ccccc3)cnc12 (stereo not drawn) | -0.8 | 0.0 | -2 | 3 |
| Nc1c(Cl)cc(N=Cc2ccccn2)cc1Cl | 4.0 | 0.7 | 20 | 3 |
| CC(C)CC(NC(=O)c1ccccc1)C(=O)OCc1ccccc1 (stereo not drawn) | 5.6* | 0.3 | 15 | 4 |
| CC(C)c1ccc2c(c1)C(=O)NC(C)(C)C2 | 4.3 | 0.1 | 0 | -8 |
| Cc1cc(NC(=O)CSc2cn(C)c3ccccc23)no1 | 0.7 | 0.0 | 16 | 15 |
| COc1ccc(S(=O)(=O)N(CC(=O)NCCCN(C)C)c2ccc(C)cc2)cc1OC | 1.6 | 0.3 | -1 | 3 |
| O=C(NCCc1ccc(Cl)cc1)c1cnc(N2CCCC2)nc1 | 1.0 | 0.0 | -11 | -9 |
| Cc1ccc(C(=O)Nc2ccc3oc(-c4cccc(Cl)c4Cl)nc3c2)cc1 | 0.8 | -0.1 | 3 | 10 |
| O=C(NCCc1nnc2n1CCN(C/C=C/c1ccco1)CC2)c1ccc(F)cc1 | 1.4 | 0.1 | 6 | -19 |
| COc1ccc(C(=O)Nc2ccc3c(C)c(C(=O)c4ccccc4)oc3c2)cc1OC | 0.4 | -0.1 | 13 | -2 |
| C=CCN(c1ccccc1)S(=O)(=O)c1ccc2[nH]cc(C(=O)NCCOC)c(=O)c2c1 | 0.1 | 0.3 | -2 | 1 |
| N#C/C(=C\c1cc2c(cc1[N+](=O)[O-])OCO2)c1nc2ccccc2[nH]1 | 0.0 | 0.6 | 12 | -35 |
| O=C1c2cccc(OCc3ccc(Cl)cc3)c2CCN1Cc1cccnc1 | -0.9 | -0.2 | -3 | -3 |
| C=CCOC(=O)C1C(=O)CC(C)(O)C(C(=O)OCC=C)C1c1ccc(Cl)cc1 (stereo not drawn) | 0.9 | 0.2 | 5 | 18 |
| Cc1c(Br)c(=O)oc2c(Br)c(O)ccc12 | 0.0 | -0.1 | 2 | -3 |
| COc1ccccc1C1C2=C(CC(C)(C)CC2=O)Nc2ncnn21 (stereo not drawn) | -1.2 | 0.6 | 15 | 4 |
| COc1ccc(/C=C/C(=O)Nc2ccc(S(=O)(=O)Nc3nccc(C)n3)cc2)cc1 | -2.0 | 0.2 | -12 | -6 |
| O=[N+]([O-])c1cccc(C2=NN(c3nc(-c4ccc(Br)cc4)cs3)C(c3ccc(F)cc3)C2)c1 (stereo not drawn) | 1.3 | -0.1 | -6 | -1 |
| CCn1c(COc2ccc3c(c2)OCO3)nnc1SCC(N)=O | 1.9 | 0.2 | 12 | 9 |
| NS(=O)(=O)c1cccc(NC(=O)COC(=O)c2cc(=O)c3ccccc3o2)c1 | 1.1 | 0.2 | -9 | 0 |
| CC(CNc1nccc(Nc2ccncn2)n1)c1cccs1 (stereo not drawn) | 2.3 | 0.0 | 11 | -2 |
| COc1ccc(C(=O)/C=C(\C)Nc2ccc(N3CCOCC3)cc2)cc1 | 0.6 | -0.1 | -3 | 4 |
| O=C(Nc1cccc(F)c1)c1ccc(I)cc1 | 0.5 | 0.0 | -4 | -69 |
| Cc1ccc(S(=O)(=O)NNC(=O)c2ccccc2OC(=O)Nc2ccccc2)cc1 | -0.8 | 0.1 | 0 | -17 |
| CCn1c(C)cc(O)c(C(c2ccc(SC)cc2)N2CCCCC2)c1=O (stereo not drawn) | 2.5 | -0.1 | 8 | 4 |
| COc1cccc(CNC(=O)CCC(=O)N2CC(C)Oc3ccc(C)cc32)c1OC (stereo not drawn) | 0.0 | 0.2 | 10 | 8 |
| CC(C)n1c(-c2ccc(C(=O)N3CCN(C)CC3)cc2)nc2c(N)ncnc21 | -0.3 | 0.1 | 6 | -1 |
| Cc1cc(=O)[nH]c(N/N=C/c2cc(C)n(-c3ccccc3)c2C)n1 | -0.6 | -0.1 | 13 | -24 |
| O=C1CSC2(C(=O)Nc3ccccc32)N1c1ccc(Cl)cc1 (stereo not drawn) | -1.4 | -0.2 | 4 | 10 |
| Cc1ccn(C(CC(=O)c2ccc(Br)cc2)C(=O)O)n1 (stereo not drawn) | 0.8 | 1.0 | 26 | 6 |
| N#Cc1cc2cc3c(cc2nc1NCCCNC(=O)c1ccccc1Cl)OCO3 | 1.7 | 0.1 | 2 | -3 |
| COCCC(=O)NC(C)c1nnc2n1CCN(Cc1ccccc1OC)CC2 (stereo not drawn) | 1.3 | 0.2 | -4 | -1 |
| Cc1cccc(NC(=O)C23CC4CC(CC(C4)C2)C3)n1 | 2.4 | -0.1 | 6 | 11 |
| Cc1cccc(C(=O)Oc2ccc(/C=C3/NC(=S)NC3=O)cc2)c1 | -0.1 | 0.0 | -12 | -6 |
| Cc1ccc(Cl)c(OCC(=O)O)c1 | 3.6 | 0.7 | -2 | 2 |
| O=C(Nc1cccnc1)OCC1CCCO1 (stereo not drawn) | 0.6 | -0.1 | -4 | 3 |
| COc1ccc(NC(=S)Nc2ccc3nsnc3c2)cc1 | -2.0 | 0.5 | -5 | -19 |

Copied from the entries so far for reference:
| canonical_smiles | GPR151 activ | FBW7 activator | MITF primary | TEAD-YAP block |
| --- | --- | --- | --- | --- |
| N#C/C(=C\c1cc2c(cc1[N+](=O)[O-])OCO2)c1nc2ccccc2[nH]1 | 0.0 | 0.6 | 12 | -35 |
| O=C1c2cccc(OCc3ccc(Cl)cc3)c2CCN1Cc1cccnc1 | -0.9 | -0.2 | -3 | -3 |
| C=CCOC(=O)C1C(=O)CC(C)(O)C(C(=O)OCC=C)C1c1ccc(Cl)cc1 (stereo not drawn) | 0.9 | 0.2 | 5 | 18 |
| Cc1c(Br)c(=O)oc2c(Br)c(O)ccc12 | 0.0 | -0.1 | 2 | -3 |
| COc1ccccc1C1C2=C(CC(C)(C)CC2=O)Nc2ncnn21 (stereo not drawn) | -1.2 | 0.6 | 15 | 4 |
| COc1ccc(/C=C/C(=O)Nc2ccc(S(=O)(=O)Nc3nccc(C)n3)cc2)cc1 | -2.0 | 0.2 | -12 | -6 |
| O=[N+]([O-])c1cccc(C2=NN(c3nc(-c4ccc(Br)cc4)cs3)C(c3ccc(F)cc3)C2)c1 (stereo not drawn) | 1.3 | -0.1 | -6 | -1 |
| CCn1c(COc2ccc3c(c2)OCO3)nnc1SCC(N)=O | 1.9 | 0.2 | 12 | 9 |
| NS(=O)(=O)c1cccc(NC(=O)COC(=O)c2cc(=O)c3ccccc3o2)c1 | 1.1 | 0.2 | -9 | 0 |
| CC(CNc1nccc(Nc2ccncn2)n1)c1cccs1 (stereo not drawn) | 2.3 | 0.0 | 11 | -2 |
| COc1ccc(C(=O)/C=C(\C)Nc2ccc(N3CCOCC3)cc2)cc1 | 0.6 | -0.1 | -3 | 4 |
| O=C(Nc1cccc(F)c1)c1ccc(I)cc1 | 0.5 | 0.0 | -4 | -69 |
| Cc1ccc(S(=O)(=O)NNC(=O)c2ccccc2OC(=O)Nc2ccccc2)cc1 | -0.8 | 0.1 | 0 | -17 |
| CCn1c(C)cc(O)c(C(c2ccc(SC)cc2)N2CCCCC2)c1=O (stereo not drawn) | 2.5 | -0.1 | 8 | 4 |
| COc1cccc(CNC(=O)CCC(=O)N2CC(C)Oc3ccc(C)cc32)c1OC (stereo not drawn) | 0.0 | 0.2 | 10 | 8 |
| CC(C)n1c(-c2ccc(C(=O)N3CCN(C)CC3)cc2)nc2c(N)ncnc21 | -0.3 | 0.1 | 6 | -1 |
| Cc1cc(=O)[nH]c(N/N=C/c2cc(C)n(-c3ccccc3)c2C)n1 | -0.6 | -0.1 | 13 | -24 |
| O=C1CSC2(C(=O)Nc3ccccc32)N1c1ccc(Cl)cc1 (stereo not drawn) | -1.4 | -0.2 | 4 | 10 |
| Cc1ccn(C(CC(=O)c2ccc(Br)cc2)C(=O)O)n1 (stereo not drawn) | 0.8 | 1.0 | 26 | 6 |

Next part:
| canonical_smiles | GPR151 activ | FBW7 activator | MITF primary | TEAD-YAP block |
| --- | --- | --- | --- | --- |
| Cc1cc([N+](=O)[O-])nn1CC(=O)N1CCOCC1 | -0.2 | 0.1 | 2 | 7 |
| O=C1N=C2CCCCC2C(c2ccccc2)N1 (stereo not drawn) | 0.4 | -0.2 | 11 | 1 |
| CSCCC(C(=O)O)N1C(=O)/C(=C/c2cccs2)SC1=S (stereo not drawn) | -2.3 | 0.1 | 5 | 8 |
| CC1CCCC(NC(=O)C2N(CCN(C)Cc3ccccc3)C(=O)C3C(C(=O)Nc4ccc(F)c(Cl)c4)C4C=CC32O4)C1C (stereo not drawn) | -0.2 | -0.3 | -8 | -9 |
| CC1CCCC(C)N1C(=O)Cn1ncc2c(=O)oc3ccccc3c21 (stereo not drawn) | 0.0 | -0.1 | 7 | -2 |
| COc1ccc(-c2csc3ncnc(Oc4cccc(C(F)(F)F)c4)c23)cc1 | -0.3 | 0.2 | -5 | -2 |
| CCOc1ccc(-c2cc(OCC)c3c(C)oc(C)c3c(=O)c2)cc1 | 0.2 | 0.0 | 1 | 7 |
| CC1CCCCN1C(=O)c1cnn(-c2ccccc2)c1-n1cccc1 (stereo not drawn) | 0.0 | -0.1 | 7 | 8 |
| Cc1cc2c3c(c1)C1(N=C(N)NC(Nc4ccccc4)=N1)C(=O)N3C(C)(C)CC2C (stereo not drawn) | -0.3 | 0.1 | 12 | 13 |
| CC1=C(C(=O)OCc2ccc3c(c2)OCO3)C(c2ccc(Cl)cc2)NC(=O)N1 (stereo not drawn) | -0.4 | 0.0 | 11 | 77* |
| COc1ccc(C(C)=O)cc1COC(=O)Cn1cnnn1 | 0.1 | 0.2 | 5 | 7 |
| C=CCn1c(N2CCN(Cc3ccccc3)CC2)nc2c1c(=O)[nH]c(=O)n2C | 0.6 | 0.0 | 3 | 7 |
| O=C(CSc1nnc(-c2ccco2)o1)Nc1ccc(Br)cn1 | -1.1 | -0.2 | 0 | -10 |
| CCOC(=O)c1ccc(NC(=O)c2ccnn2C)cc1 | -6.0 | -0.1 | -4 | -43 |
| Cc1oc(-c2ccc(Cl)cc2)nc1CN1CCC(C(=O)O)CC1 | -0.2 | -0.1 | -19 | -8 |
| O=C(COC(=O)c1ccco1)NCc1ccccc1 | 2.5 | -0.2 | -6 | -3 |
| CCOC(=O)C1=C(c2ccccc2)S/C(=C2/C(=S)C(C)(C)N(C(=O)C(F)(F)F)c3ccc(OC)cc32)S1 | -1.5 | 0.2 | 25 | -6 |
| CCOc1ccc(C2N(c3cccc(Cl)c3)C(=O)C3CCCN32)cc1OC (stereo not drawn) | 0.7 | -0.1 | -2 | 1 |

Outcome played no part in choosing rows; overall some 3.5% were active at least once.
